# Screening data from PubChem BioAssay.
# MEKK2 mut-MEK5: signal of MEK5 binding to mutant human MEKK2 PB1 domain; bead flow cytometry, Alexa488-MEK5 binding to MEKK2 mutant; percent response, % at 10 µM; 290,000 tested, 0.35% active; AID 1530; in the data active = percent response above about 24%, passing the limit was not always enough; note: inactives centre near 1; some results filed as inactive read as strong as hits; reference of the scale not given here
# NALP1 yeast inh: blocks the NALP1 inflammasome reconstituted in yeast; AID 2071; S. cerevisiae NALP1/ASC/caspase-1 growth, X-gal OD620, 72 h; inhibition, % at 10 µM; 280,000 tested, 0.61% active; in the data active = inhibition mostly above about 24%, no sharp cut-off; inactive = mostly below about 32%; note: some compounds called inactive have numbers as strong as hits
# PHOSPHO1 block: PHOSPHO1 (human) inhibition; inhibition, % at 13.3 µM; 290,000 tested, 1.1% active; recombinant PHOSPHO1, absorbance phosphatase assay; AID 1565; Q8TCT1; in the data active = inhibition above about 60%
# Target sequence (Q8TCT1 whole entry, looked up): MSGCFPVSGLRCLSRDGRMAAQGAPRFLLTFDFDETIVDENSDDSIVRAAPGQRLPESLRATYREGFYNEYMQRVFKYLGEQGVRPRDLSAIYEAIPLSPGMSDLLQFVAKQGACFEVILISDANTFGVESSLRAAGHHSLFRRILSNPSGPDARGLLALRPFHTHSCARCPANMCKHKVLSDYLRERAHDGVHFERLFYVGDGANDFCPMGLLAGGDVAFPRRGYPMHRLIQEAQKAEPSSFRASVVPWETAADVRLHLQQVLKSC
# DNA FID counter: displaces DNA intercalator in HCV helicase counter-screen; DNA fluorescent intercalator displacement, fluorescence; inhibition, % at 7.9 µM; 290,000 tested, 0.17% active; AID 1845; in the data active = inhibition above about 37%;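 note: 0% = vehicle and 100% = reference compound; higher means more ethidium bromide displaced from hairpin DNA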
# MEKK2wt PB1 HTS: raises or lowers MEK5 binding to wildtype human MEKK2 PB1 domain; Q9Y2U5; bead flow cytometry, Alexa488-MEK5 binding to MEKK2 WT; actives lie on both sides; binding response (% of control), % at 10 µM; 290,000 tested, 1.1% active; in the data active = binding response below about 67% or above about 130%
# MEKK3 PB1 HTS: modulators (inhibitors or enhancers) of MEK5 binding to human MEKK3 PB1 domain; 290,000 tested, 1.4% active; binding response (% of control), % at 10 µM; bead-based flow cytometry, Alexa488-MEK5 binding to MEKK3; actives lie on both sides; 0 = blocked by unlabeled MEK5, 100 = vehicle;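 active = binding response more than 3 SD above or below the average of its plate-row segment, actives on both sides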;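 note: Alexa488 bead fluorescence after subtracting the streptavidin-only scavenger bead signal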
# GPR7 antag: antagonists of human GPR7 (neuropeptides B/W receptor 1) | inhibition, % at 4.4 µM | 290,000 tested, 1.1% active | AID 1861 | GPR7-expressing cells, fluorescence antagonist assay; in the data active = inhibition above about 16%, passing the limit was not always enough;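 note: cells stimulated with the agonist NPW; 0% = agonist with vehicle and 100% = vehicle without agonist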
# Target sequence (P48145 whole entry, looked up): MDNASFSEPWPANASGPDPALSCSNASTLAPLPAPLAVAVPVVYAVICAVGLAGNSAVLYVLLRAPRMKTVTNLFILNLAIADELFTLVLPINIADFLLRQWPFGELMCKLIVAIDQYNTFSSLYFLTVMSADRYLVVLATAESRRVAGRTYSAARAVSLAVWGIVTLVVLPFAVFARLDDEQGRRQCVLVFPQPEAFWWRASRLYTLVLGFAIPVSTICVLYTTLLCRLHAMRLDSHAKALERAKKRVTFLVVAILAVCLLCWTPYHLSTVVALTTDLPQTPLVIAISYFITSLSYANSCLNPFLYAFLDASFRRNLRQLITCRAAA
# PfM18AAP inh: blocks P. falciparum M18 aspartyl aminopeptidase; recombinant PfM18AAP, H-Glu-NHMec fluorogenic cleavage; inhibition, % at 7.35 µM; 290,000 tested, 1.2% active; AID 1822;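 active = inhibition above the campaign mean inhibition over all tested compounds plus 3 SD, cut at about 28% in these data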;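 note: 0% = plate median of test compound wells and 100% = 2 mM ZnCl2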
# OXTR ag: activates the human oxytocin receptor; CHO-OTR cells, Fluo-8 calcium fluorescence; normalized: DMSO 0%, oxytocin 100%; P30559; 320,000 tested, 0.32% active; activation, % at 3 µM;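 active = activation above the mean of all tested compounds plus 3 SD, cutoff set per screening run, cut at about 20% in these data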;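 note: peak over basal fluorescence ratio from a 100 s FLIPR kinetic read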
# Target sequence (P30559 whole entry, looked up): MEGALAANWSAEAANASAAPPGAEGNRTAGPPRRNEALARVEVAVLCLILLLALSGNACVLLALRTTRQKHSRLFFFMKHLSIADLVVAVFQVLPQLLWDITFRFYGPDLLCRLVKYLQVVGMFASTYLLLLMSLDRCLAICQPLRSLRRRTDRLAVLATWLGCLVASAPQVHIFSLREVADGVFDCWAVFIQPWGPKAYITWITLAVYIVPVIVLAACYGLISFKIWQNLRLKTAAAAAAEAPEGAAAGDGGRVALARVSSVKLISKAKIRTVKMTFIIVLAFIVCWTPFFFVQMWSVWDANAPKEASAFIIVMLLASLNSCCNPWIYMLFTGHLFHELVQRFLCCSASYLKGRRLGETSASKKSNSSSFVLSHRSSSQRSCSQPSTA
# Numbers without * were called inactive; . = no result given.
SMILES,MEKK2 mut-MEK5,NALP1 yeast inh,PHOSPHO1 block,DNA FID counter,MEKK2wt PB1 HTS,MEKK3 PB1 HTS,GPR7 antag,PfM18AAP inh,OXTR ag
Cc1[nH]nc(-c2ccc(OCc3cnn(-c4ccccc4)c3)cc2O)c1Oc1ccc(F)cc1,2,3,34,-2,97,100,-7,-1,0.8
O=C(CCC(=O)N1CCSc2ccccc21)NCc1cccc(Br)c1,1,16,12,-39,105,102,-3,9,2.8
Cn1ncc(C#N)c1NC(=O)C1CC(c2ccc(Cl)cc2)=NO1 (stereo not given),1,14,11,0,100,97,0,0,2.1
C/C(=N\Nc1cc(Cl)nc(C)n1)c1ccc(Cl)c(Cl)c1,-1,24,25,3,97,99,-3,2,0.0
CC1=CC(C)[C@H](/C=N/n2c(=O)[nH]c3c([nH]c4ccc(Br)cc43)c2=O)C(C)C1 (stereo not given in full),-1,0,-10,-3,102,102,-13,3,-0.4
COc1ccc(NC(=O)CCc2ccccc2)cc1NC(=O)c1ccco1,7,23,7,-21,110,109,-5,-9,-1.5
O=C(CC1SC(=O)N(c2ccccc2)C1=O)Nc1ccc(Br)cc1 (stereo not given),-5,19,6,-13,98,101,3,-10,1.1
CCOC(=O)C1C(=O)NC(c2ccccc2)=NC1c1ccc(C(C)C)cc1 (stereo not given),-2,5,4,-11,100,102,17,0,-1.9
Cc1oc(-c2cccs2)nc1CN1CC[C@@](O)(c2ccccc2)[C@H]2CCCC[C@@H]21,4,-6,11,8,105,100,2,1,2.2
CC(C)(C)S(=O)(=O)/C(C#N)=N/Nc1ccc(Cl)cc1,-2,-21,-4,-11,105,107,-6,6,15
CN1C(=S)SC(C)(C)C1(C)NO (stereo not given),.,16,11,0,.,.,-1,3,-0.6
O=C(CNc1ccccc1OC(F)F)N1CCc2ccccc21,-4,2,32,-6,101,106,0,-15,-1.9
O=C(Nn1c(Cc2cccs2)nc2ccccc2c1=O)c1cccs1,7,-9,-15,2,101,99,-1,-4,-0.3
CCOC(=O)C1=C(CSc2nnnn2C)N(C)C(=O)NC1c1ccccc1 (stereo not given),-1,10,-6,-6,100,102,-3,1,0.0
CCOC(=O)Cc1n[nH]c(=O)c2ccccc12,6,-4,-35,-3,107,107,-7,-7,1.1

# A second format for some results above.
mol	MEKK2 mut-MEK5	NALP1 yeast inh	PHOSPHO1 block	DNA FID counter	MEKK2wt PB1 HTS	MEKK3 PB1 HTS	GPR7 antag	PfM18AAP inh	OXTR ag
Cn1ncc(C#N)c1NC(=O)C1CC(c2ccc(Cl)cc2)=NO1 (stereo not given)	1	14	11	0	100	97	0	0	2.1
C/C(=N\Nc1cc(Cl)nc(C)n1)c1ccc(Cl)c(Cl)c1	-1	24	25	3	97	99	-3	2	0.0
CC1=CC(C)[C@H](/C=N/n2c(=O)[nH]c3c([nH]c4ccc(Br)cc43)c2=O)C(C)C1 (stereo not given in full)	-1	0	-10	-3	102	102	-13	3	-0.4
COc1ccc(NC(=O)CCc2ccccc2)cc1NC(=O)c1ccco1	7	23	7	-21	110	109	-5	-9	-1.5
O=C(CC1SC(=O)N(c2ccccc2)C1=O)Nc1ccc(Br)cc1 (stereo not given)	-5	19	6	-13	98	101	3	-10	1.1

# Molecules listed so far with a carbonyl joined to an NH by a bond outside any ring, in the order listed:
SMILES,MEKK2 mut-MEK5,NALP1 yeast inh,PHOSPHO1 block,DNA FID counter,MEKK2wt PB1 HTS,MEKK3 PB1 HTS,GPR7 antag,PfM18AAP inh,OXTR ag
O=C(CCC(=O)N1CCSc2ccccc21)NCc1cccc(Br)c1,1,16,12,-39,105,102,-3,9,2.8
Cn1ncc(C#N)c1NC(=O)C1CC(c2ccc(Cl)cc2)=NO1 (stereo not given),1,14,11,0,100,97,0,0,2.1
COc1ccc(NC(=O)CCc2ccccc2)cc1NC(=O)c1ccco1,7,23,7,-21,110,109,-5,-9,-1.5
O=C(CC1SC(=O)N(c2ccccc2)C1=O)Nc1ccc(Br)cc1 (stereo not given),-5,19,6,-13,98,101,3,-10,1.1
O=C(Nn1c(Cc2cccs2)nc2ccccc2c1=O)c1cccs1,7,-9,-15,2,101,99,-1,-4,-0.3

# (cont.)
SMILES,MEKK2 mut-MEK5,NALP1 yeast inh,PHOSPHO1 block,DNA FID counter,MEKK2wt PB1 HTS,MEKK3 PB1 HTS,GPR7 antag,PfM18AAP inh,OXTR ag
COc1ccc(S(=O)(=O)NC(C)C(=O)NCc2ccccn2)cc1OC (stereo not given),0,3,31,-3,95,98,-11,2,0.7
O=c1c2ccccc2nc(/C=C/c2ccc3c(c2)OCO3)n1CCCO,-12,-5,10,-15,82,83,4,4,.
NNC(=O)c1csc(Cc2c(Cl)sc3ccc(Cl)cc23)n1,-23,.,36,-9,90,90,1,5,8.4
COC(=O)c1c(NC(=S)NN2CCN(C)CC2)sc2c1CCC(C)C2 (stereo not given),26,2,-20,16,163*,112,2,0,6.9
CCc1nc(C)cn1S(=O)(=O)c1cc(C)c(OC)cc1C,7,-8,-14,-4,100,102,4,-6,-0.7
O=C(NC1CCCc2ccccc21)C1CCN(C(=O)c2sccc2-n2cccc2)CC1 (stereo not given),7,39,2,-22,108,102,-12,0,-1.0
CC(=O)NC(=S)Nc1ccccc1C(=O)NC1CCCCC1,3,-7,12,-3,109,107,4,2,0.4
CCOC(=O)CN1C(=O)C(Sc2n[nH]c(-c3ccc(C)cc3)n2)CCc2ccccc21 (stereo not given),-7,-3,19,-32,75,76,-15,8,-0.1
Cc1ccc(NC2c3ncccc3C(=O)N2C2CCCCC2)cc1C (stereo not given),6,.,13,-24,98,100,-4,6,-1.5
CCc1c(C)sc(NC(=O)OC)c1C(=O)N1CCCCC1,.,.,29,-9,.,.,-7,1,0.4
COc1ccc(OCCc2nnc(N)s2)cc1,4,7,62*,1,106,100,-19,6,0.1
O=C(NCCN1CCOCC1)c1ccc(/C=C2\Sc3ccccc3N(Cc3ccc(F)cc3)C2=O)cc1,19,22,34,1,128,106,5,0,4.0
CC(C)CN(CCNC(=O)CC1Oc2ccccc2NC1=O)CC(C)C (stereo not given),3,-13,-21,17,107,104,-3,5,1.2
CC(OC(=O)CCCCCN=C1NS(=O)(=O)c2ccccc21)C(=O)Nc1cc(Cl)cc(Cl)c1 (stereo not given),1,26,-2,-1,121,102,3,1,-0.9
Cc1ccc(N=CNc2ccc(C)cc2C)c(C)c1,-1,41*,32,-3,107,102,-6,0,-0.1
CC(C)C(NC(=O)c1ccco1)C(=O)OCC(=O)Nc1ccc(C(N)=O)cc1 (stereo not given),1,3,40,-7,99,103,0,6,1.2
COc1ccccc1-n1c(-c2cc(-c3ccc(F)cc3)n[nH]2)n[nH]c1=S,-7,19,4,-12,86,85,-10,5,-0.3
Cc1cc(C)c(C)c(C(=O)C2OC(=O)C(C)(C)C(=O)C2(C)C)c1C (stereo not given),3,20,0,-7,103,102,-5,5,-2.4
CCOC(=O)CSc1nnc(C)n1N,20,22,14,3,107,110,-2,3,0.5
CCOC(=O)c1c(C)nc2sc3c(=O)n(-c4ccc(C(C)=O)cc4)nnc3c2c1-c1ccc(OC)cc1,2,15,7,-3,101,99,-10,2,-0.7
CCC(=O)Nc1nonc1-c1nc2ccccc2n1Cc1cccc2ccccc12,5,4,-1,-5,90,83,-10,3,1.1
O=C(O)CCn1c(-c2ccccc2)cc2c1CCCC2=O,12,11,26,-1,109,104,-5,29*,0.6
O=C(c1ccc(Br)cc1)c1cc([N+](=O)[O-])ccc1N1CCOCC1,-2,7,-11,2,103,97,5,0,-2.3
COc1ccc(-c2nnc(CSc3nc4ccccc4c(=O)n3CC(C)C)o2)cc1OC,4,3,1,-15,100,103,14,2,-1.4
O=C(Cc1ccc(Cl)cc1)NC1CCCCCC1,1,5,-14,-8,98,94,-5,5,-2.6
Cc1cc(C)cc(NC(=S)NCCSc2ccc(Cl)cc2)c1,4,29,0,-10,117,107,-9,-5,0.2
CC(=O)OC(COc1ccccc1)Cn1cnc2ccccc21 (stereo not given),-1,16,-6,-4,105,104,3,4,1.5
Cc1ccc(NC(=O)C2(N3CCC3=O)CCCCC2)cc1,-3,-5,16,-2,96,102,0,7,-0.9
Cc1nnc(C)c2c(C)n(C(c3ccccc3)c3ccccc3)c(C)c12,10,16,-34,-3,106,98,0,4,-0.2
COC(=O)C(CC(=O)c1ccccc1)CC(=O)c1ccccc1,0,12,20,-19,102,99,12,-3,-0.3
COc1ccc(CC(=O)N2CCC(n3nccc3NC(=O)C3CC3)CC2)cc1,-2,4,27,-10,97,101,-12,0,0.0
CCOC(=O)C1=C(N)OC2=C(C(=O)CCC2)C1c1ccccc1OC (stereo not given),-8,-22,-6,10,95,102,-7,0,-0.8
O=C(CN1CCN(Cc2ccc(F)cc2)CC1)NCc1ccccc1,2,14,39,-4,103,103,2,-1,0.6
CC(C)(C)C(=O)CSc1ncccn1,-7,-12,-31,1,96,107,-6,1,0.4
O=C(NC(=S)NNC(=O)c1ccco1)c1ccc(F)cc1,1,-13,-91,-9,105,104,-7,12,-0.7
CNC(=O)c1ccc(Nc2nc(-c3ccccc3)nc3ccccc23)cc1,4,22,16,-8,106,103,-22,-1,2.3
O=C(CNC1CCCCCC1)Nc1ccc(N2CCCC2)cc1,.,-1,8,10,.,.,-11,4,1.3
COc1cc(CC(=O)NCc2ccccn2)cc(OC)c1OC,4,-7,-6,-4,107,104,-7,-8,0.3
COc1ccccc1/C=C1\SC(=S)N(CCC(=O)NC2=NCCS2)C1=O,-1,19,-13,-4,105,102,-9,-8,-0.2
Cc1ccc(S(=O)(=O)N(CC(=O)O)Cc2ccccc2F)cc1,-2,16,21,-9,97,97,-5,-2,0.9
Cc1cc(OCC(=O)O/N=C(\N)c2ccccc2)ccc1Br,-3,35,-8,0,98,95,-5,-11,0.3
NC(=O)CCn1c(C(=O)c2cc(Cl)c(N)c(Cl)c2)c2ccccc2[n+]1[O-],-2,15,31,-14,103,102,-4,5,-1.3
CC(NC(=O)c1ccccc1NC(=O)CN1CCc2ccccc2C1)c1ccccc1 (stereo not given),-5,23,30,-29,96,100,17,-3,-0.2
O=S(=O)(NCC1CCCO1)c1cccc2nsnc12 (stereo not given),-2,-5,5,5,88,93,3,-3,-0.2
CC(C)NC(=S)N/N=C1\CCCc2ccccc21,2,11,7,-8,100,103,-12,5,-2.4
C/C(=N\NC(=O)c1cc2c(s1)CCC(C)C2)c1ccncc1 (stereo not given),-2,23,-7,-10,91,95,-10,-1,-1.3

# Taken from above:
# CC(C)(C)C(=O)CSc1ncccn1 in OXTR ag shows 0.4
# NC(=O)CCn1c(C(=O)c2cc(Cl)c(N)c(Cl)c2)c2ccccc2[n+]1[O-] in GPR7 antag shows -4
